# Screening results: PubChem BioAssay, several laboratories
# CHT inh – inhibitors of human choline transporter CHT; High affinity choline transporter 1 (Homo sapiens), Q9GZV3; CHT-expressing cells, membrane potential dye, choline response; active compounds read low; B-score at 10 µM; 0.86% of 310,000 active;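 active means B-score over 3 SD under the library average, and starting fluorescence ratio not unusually high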;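 further: choline stimulus applied at its EC90 after an EC20 pre-addition; B-score computed on integrated fluorescence ratio after choline addition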
# STK33 inh – inhibitors of purified STK33 kinase, primary screen, biochemical, ADP-Glo luminescence, homogeneous, cell-free. Serine/threonine-protein kinase 33 (Homo sapiens), Q9BYT3. MBP phosphorylation. inhibition, % at 10 µM. 0.073% of 320,000 active. AID 2661, 2010;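 active means inhibition at or above 25%, using the most active replicate where run in duplicate; inactive means inhibition below 25%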
# Target sequence (Q9BYT3 whole entry, looked up): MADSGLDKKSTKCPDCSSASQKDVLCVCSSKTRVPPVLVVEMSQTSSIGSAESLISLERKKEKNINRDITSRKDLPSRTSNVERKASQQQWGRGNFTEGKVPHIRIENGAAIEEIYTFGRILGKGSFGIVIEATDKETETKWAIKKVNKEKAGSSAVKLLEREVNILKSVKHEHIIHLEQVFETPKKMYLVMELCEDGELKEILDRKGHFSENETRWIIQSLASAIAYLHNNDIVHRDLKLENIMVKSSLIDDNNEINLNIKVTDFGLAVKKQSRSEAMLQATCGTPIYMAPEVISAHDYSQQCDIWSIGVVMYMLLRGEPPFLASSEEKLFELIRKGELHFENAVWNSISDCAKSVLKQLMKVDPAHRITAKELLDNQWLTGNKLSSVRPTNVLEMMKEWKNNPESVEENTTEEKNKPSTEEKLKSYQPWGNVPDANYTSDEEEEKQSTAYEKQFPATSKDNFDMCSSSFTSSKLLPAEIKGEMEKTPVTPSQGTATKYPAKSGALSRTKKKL
# CHT PAM – CHT positive allosteric modulators, primary screen, cell-based, membrane potential dye, choline EC20; 0.49% of 310,000 active; CHT-expressing cells; active compounds read high; LV-AA mutant CHT in HEK293 cells; AID 488977, 2010; High affinity choline transporter 1 (Homo sapiens), Q9GZV3; B-score at 10 µM;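 active means initial fluorescence not abnormally high and integrated response B-score, plate-corrected, over 3 SD above library mean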
# The depositor's hits bear a star; i = inactive; . = not tested or not shown.
Molecule,CHT inh,STK33 inh,CHT PAM
CC(C)Oc1ccc(CCNC(=O)C2CCC(=O)N(Cc3cccc(F)c3)C2)cc1 (stereo not drawn),i,8.6,i
O=C(NCCc1ccccc1)C1CCN(Cc2cccc3ccccc23)CC1,i,0.0,i
Cc1ccc(SCC(=O)Nc2cc([N+](=O)[O-])ccc2O)cc1,i,-0.9,i
Cc1ccc(C2=NOC3(CC(=O)N(c4ccc(C)cc4)C3=O)C2)cc1 (stereo not drawn),i,-0.4,i
CC(Sc1nncs1)C(=O)NC1CCCCC1C (stereo not drawn),i,-1.4,i
O=C(Cn1cncn1)N/N=C/c1ccncc1,i,0.2,i
Cc1ccc(NC(=S)N/N=C2\CC3CC=CC23)c(C)c1 (stereo not drawn),i,-0.9,i
COc1ccc(CCN2C(=O)CCC2(C)C(=O)NCc2cccnc2)cc1OC (stereo not drawn),i,-1.3,i
CCOC(=O)C(C)N1C(=O)S/C(=C/c2cc(C)n(-c3ccccn3)c2C)C1=O (stereo not drawn),i,0.0,i
O=[N+]([O-])c1cccnc1Oc1ccccc1F,i,-1.0,i
O=C(O)c1cccc(NC2=C(n3nnc4ccccc43)C(=O)c3ccccc3C2=O)c1,i,0.6,i
CN(C)CCCN(CCCNC(=O)/C=N/O)Cc1ccccc1,i,-1.0,i
CC(C)c1ccc(C(=O)CC2(O)C(=O)N(CN3CCOCC3)c3ccccc32)cc1 (stereo not drawn),i,1.3,i
COCCOC(=O)/C(=C/c1ccc(OC(=O)c2ccccc2)cc1)C(C)=O,i,-0.3,i
Cc1cc(C)c(NC(=S)NC(CO)(CO)CO)c(C)c1,i,-1.4,i
CC(C)(C)n1nnnc1C(c1cccnc1)N1CCN(C(=O)c2ccco2)CC1 (stereo not drawn),i,-2.6,i
COC(=O)/C=C(\C)NC(=O)c1ccccc1Cl,i,-0.7,i
O=C(NCCCn1ccnc1)c1ccc(Cl)cc1,i,-0.8,i
CCOc1ccc2nc(NC(=O)C3CCCN(S(=O)(=O)c4c(C)noc4C)C3)sc2c1 (stereo not drawn),i,-1.6,i
CC(=O)c1ccc(N2CCN(S(=O)(=O)c3cc4[nH]c(=O)c(=O)[nH]c4cc3C)CC2)cc1,i,.,i
Nc1ccc(N2CCN(c3cccc(Cl)c3)CC2)cc1,i,.,i
Fc1cc(Br)cc(F)c1NC(=S)N1CCOCC1,i,-1.0,i
O=C(Cn1nnc(-c2ccccc2F)n1)Nc1cccc2ncccc12,i,-1.2,i
Cc1ccc2cccc(OCCCOc3ccccc3F)c2n1,i,-2.3,i
CCn1c(C(=O)O)c(CC(=O)Nc2ccccc2F)c2ccccc21,i,-0.2,i
CC(NC(=S)NNS(=O)(=O)c1cccc([N+](=O)[O-])c1)c1ccccc1 (stereo not drawn),i,-1.4,i
CCOC(=O)c1c(NC(=O)CSc2nc3cccnc3n2C)sc(C(C)=O)c1C,i,1.2,i
CC(C)CNS(=O)(=O)c1ccc(S(=O)(=O)N2CCN(C3CCCC3)CC2)cc1,i,-3.9,i
Cc1ccc(C(=O)NC=C(Cl)Cl)cc1,i,0.6,i
CC(=O)c1ccc(OCC(O)Cn2nnc3ccccc32)cc1 (stereo not drawn),i,-1.6,i
COc1ccc(C2=CC(c3cc(OC)c(OC)c(OC)c3)NC(=S)N2)cc1 (stereo not drawn),i,-0.5,i
CCOc1cc(S(=O)(=O)NCc2ccc3c(c2)OCO3)ccc1F,i,-0.7,i
Cc1ccccc1NC(=O)COc1ccc(S(=O)(=O)N2CCCC2)cc1C,i,-0.9,i
COc1ccc(S(=O)(=O)Nc2ccc(Cl)cn2)c(C)c1C,i,2.1,i
CC(=O)c1ccc(S(=O)(=O)N(C)CC(=O)N2CCCCCC2)cc1,i,0.4,i
Cc1ccc(Nc2nc(N3CCOCC3)nc(N3CCOCC3)n2)cc1Cl,i,0.5,i
CN1C(=O)c2ccc(C(=O)Nc3nccs3)cc2C1=O,i,-0.9,i
CN1C(C(=O)NCc2ccco2)CC2Cn3c(nc4ccccc43)C21 (stereo not drawn),i,0.0,i
CCOC(=O)C1CCN(c2nc(C)nc3c2oc2ccccc23)CC1,i,-1.0,8.05*
COc1ccc(S(=O)(=O)Nc2ccc(S(=O)(=O)N(C)C)cc2)cc1[N+](=O)[O-],i,-1.2,i
Cc1ccc(C)c(N2CCN(C(=O)c3ccc(NS(=O)(=O)c4c(C)noc4C)cc3)CC2)c1,i,-1.3,i
O=C1Cc2ccccc2C(c2c(Cl)cccc2Cl)N1 (stereo not drawn),i,-1.9,i
CC(C)=NOCC(=O)Nn1c(COc2c(C)cccc2C)nc2ccccc2c1=O,i,0.1,i
CC(=O)C12OC1CC1C3CCC4=CC(=O)CCC4(C)C3CCC12C (stereo not drawn),i,-0.2,i
CN(c1ccc([N+](=O)[O-])cc1C(=O)Nc1ccccc1)C1CCCCC1,i,-1.5,i
CC(=O)Nc1ccc(C(=O)NNS(=O)(=O)c2ccc(C)cc2)cc1,i,-2.3,i
c1ccc(-c2ccc(-c3csnn3)cc2)cc1,i,-1.2,i
CC(C)NCC(O)COCCOc1ccc(Br)cc1 (stereo not drawn),i,-1.3,i
COc1cc(C2OC(=O)C3C(c4ccc(OC(C)=O)c(OC)c4)OC(=O)C23)ccc1OC(C)=O (stereo not drawn),i,-0.1,i
C#CCOCCOCCOCCNc1nc(N2CCOCC2)nc(N2CCN(C(=O)CCCCCCCCCCNC(=O)[C@H](CO)n3cc(CCCSC)nn3)CC2)n1,i,-1.0,i

# Later entries:
Molecule	CHT inh	STK33 inh	CHT PAM
Cc1ccc2c(c1)nnn2C1CCN(CC(=O)N2c3ccccc3CC2C)CC1 (stereo not drawn)	i	-1.0	i
O=C1Nc2ccccc2C12OCCCCO2	i	-1.1	i
CCCNS(=O)(=O)c1ccc(CCC(=O)NCc2cccnc2)cc1	i	-0.1	i
O=C(Nc1ccccc1C(=O)Nc1ccncc1)c1cccc([N+](=O)[O-])c1	i	0.1	i
CCC(C(=O)N1CCN(c2ccccn2)CC1)n1nc(C)n2c(cc3occc32)c1=O (stereo not drawn)	i	-2.7	i
CCOC(=O)N1CCN(C(=O)C(CC)n2nc(C)c3sc4ccccc4c3c2=O)CC1 (stereo not drawn)	i	-1.8	i
Cc1c(C(=O)Nc2ccc(Cl)cc2)c2ccccn2c1CCc1ccncc1	i	-0.1	i
O=C(O)CCc1ccc(-c2ccc(Br)cc2)n1CC(=O)O	i	-2.1	i
COC(=O)c1cc(-c2c[nH]c3ccccc23)n[nH]1	i	-3.9	i
COc1cc(C(=O)Nc2cc3c4c(c2)CC(=O)N4CCC3)cc(OC)c1OC	i	0.6	i
CC1CCN(S(=O)(=O)c2ccc3[nH]cc(C(=O)NCCN4CCOCC4)c(=O)c3c2)CC1	i	-0.7	i
CCn1cnc2c1c(=O)n(Cc1csc(-c3ccccc3)n1)c(=O)n2Cc1ccccc1	i	0.7	i
O=[N+]([O-])c1ccc(Cl)c(S(=O)(=O)Nc2ccc(-c3ccc(N4CCCC4)nn3)cc2)c1	i	-1.6	i
CCC1(C)OCC(Cn2c3ccccc3c3ccccc32)O1 (stereo not drawn)	i	-0.3	i
O=C(Cc1ncc(C(F)(F)F)cc1Cl)Nc1ccc(F)cc1	i	0.2	i
CCOc1ccc(N(CC(=O)NCCc2ccccc2)C(=O)CCC(=O)Nc2cc(C)ccn2)cc1	i	-0.4	i
O=C(c1cc(COc2ccccc2)on1)N1CCCC(OCc2cccnc2)C1 (stereo not drawn)	i	-0.1	i
CCOC(=O)CCNC(=O)CNC(=O)OCc1ccccc1	i	-1.6	i
O=C(NCc1ccc(OC(F)(F)F)cc1)c1cc(-c2ccccc2)nn1CC1CC(c2cccnc2)=NO1 (stereo not drawn)	i	-0.5	i
Cc1ccc(C(=O)N[C@H](C(=O)N2CCN(c3ccccc3F)CC2)C(C)C)cc1	i	1.2	i
O=C(COC(=O)c1cc(-c2ccc(F)cc2)nc2ccccc12)NCC1CCCO1 (stereo not drawn)	i	2.5	i
CCC(=O)N(CCO)Cc1cc2ccc(C)c(C)c2[nH]c1=O	i	0.1	i
N#Cc1cnc(SCC(=O)Nc2ccccc2C(F)(F)F)nc1N	i	-1.0	i
O=C(CCc1nnc(CCc2ccccc2)o1)N1CCCC1c1nccs1 (stereo not drawn)	i	-2.2	i
NC(=O)c1ccsc1NC(=O)CN1C(=O)C2CC=CCC2C1=O (stereo not drawn)	i	-0.5	i
O=C(NC1CCCCC1)NC1CCN(CC(=O)N2CCOCC2)CC1	i	1.1	i
CC(C(=O)Nc1ccccc1Br)N1c2cccc3cccc(c23)S1(=O)=O (stereo not drawn)	i	-0.7	i
CC1CCCCN1Cc1c(O)ccc2c(=O)c(-c3ccccc3)coc12 (stereo not drawn)	i	0.2	i
C/C(N)=C(/C#N)C(=O)COC(=O)CCSc1ccccc1	i	0.6	i
CC(=O)OCCCN(C)CC/C=C1/c2ccccc2CSc2ccccc21	i	-0.1	i
CCc1cccc(C)c1NC(=O)CN(C)Cc1ccccc1F	i	-1.6	i
Cc1ccc(-c2nnc(SCC#N)n2N)cc1	i	-0.1	i
Cc1ccc(C(=O)CC(Nc2ccc(F)cc2)c2ccccc2)cc1 (stereo not drawn)	i	.	i
N#C/C(=C/c1ccc(-c2cc([N+](=O)[O-])ccc2Cl)o1)C(N)=O	i	0.9	i
CCOC(=O)c1cc(NC(=O)N2CCOCC2)c(C)nc1C	i	0.2	i
c1coc(CNc2nc3nonc3nc2NCc2ccco2)c1	i	6.4	i
Cc1nnc(SCc2cc([N+](=O)[O-])cc3c2OCOC3)[nH]c1=O	i	0.0	i
CSc1nsc(SCC(=O)Nc2cccc(C(C)=O)c2)n1	i	0.2	i
CC(=O)N/C(=C\c1ccccc1)C(=O)OC/C=C/c1ccccc1	i	-0.5	i
Cc1cc(C(=O)C(C)OC(=O)c2ccc(NC(=O)CC#N)cc2)c(C)n1-c1ccccc1 (stereo not drawn)	i	1.7	i
NC(N)=NS(=O)(=O)c1ccc(NC(=S)NC(=O)/C=C/c2ccco2)cc1	i	.	i
Fc1ccc(-c2nnc(-n3nnc4ccccc43)c3ccccc23)cc1	i	-1.4	i
O=C1CC(c2ccccc2)CC(O)=C1C=NCCN1CCN(C(=S)Nc2cccc(Cl)c2)CC1 (stereo not drawn)	i	0.7	i
Cc1onc(-c2ccccc2Cl)c1C(=O)Nc1nnc(-c2cccc([N+](=O)[O-])c2)s1	-6.9*	0.6	i
COc1ccccc1C(=O)COC(=O)Cn1nc(C)c([N+](=O)[O-])c1C	i	-2.6	i
FC(F)(F)c1nc(-c2cccs2)ncc1-c1nnnn1-c1ccc(Cl)cc1	i	0.6	i
COc1ccccc1NC(=S)NCc1ccc(Cl)cc1	i	.	i
CC(C)(C)c1ccc(-c2csc(NNC3=NCCCCC3)n2)cc1	i	-0.1	i
O=C(CNS(=O)(=O)c1c(F)cc(F)cc1Br)OCC(=O)N1CCCC1=O	i	0.0	i
CC1CCN=C(N)S1 (stereo not drawn)	i	-2.0	i
CC(C)CC1(C(=O)NCCc2c[nH]c3ccccc23)C=CCN1C(=O)c1ccccc1 (stereo not drawn)	i	0.7	i
COc1ccc(OC)c(N2CC(O)=C(c3nc4ccccc4s3)C2=N)c1	i	1.5	i
Cc1[nH]n(-c2ccccc2)c(=O)c1N=Nc1ccc(F)cc1	i	-0.7	i
CCC(C)(C)NC(=O)CN(Cc1ccccc1)C(=O)CCC(=O)Nc1nccs1	i	-1.6	i
CCOC(=O)Cn1nnnc1C(CC)N(Cc1cccs1)Cc1cc2cc(C)ccc2[nH]c1=O (stereo not drawn)	i	-0.2	i
O=C(CCn1c(=S)oc2ccccc21)Nc1ccccc1F	i	-0.6	i
Cc1noc(C)c1S(=O)(=O)N1CCN(c2ccc(Cl)cc2)CC1	i	-1.5	i
COc1ccc(/C(C)=N\NC(=O)c2ccc(-c3ccccc3)cc2)c(F)c1	i	0.7	i
Cc1ccc(NC(=O)c2cc(CC(C)C)nc3ccccc23)cc1	i	-0.2	i
COc1ccc(/C=C(\CC(=O)O)c2nc3ccccc3o2)cc1	i	0.9	i
